NPYLR7 ag: mosquito NPYLR7 agonism; HEK293T NPYLR7/Galpha15, GCaMP6s calcium fluorescence; activation, % at 10 µM; 270,000 compounds, 0.15% hits; in the data active means activation above about 40%;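 further: 0% = vehicle and 100% = reference agonist at the receptor; some compounds past the cut are filed as inactive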
hcGAS inh: human cGAS inhibition | AID 1259398 | inhibition, % at 12.5 µM | 290,000 compounds, 0.081% hits | recombinant h-cGAS, ATP depletion, Kinase-Glo luminescence | Q8N884;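 further: 0% = vehicle reaction and 100% = reaction without DNA for no activity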
Target sequence (Q8N884 whole entry, looked up): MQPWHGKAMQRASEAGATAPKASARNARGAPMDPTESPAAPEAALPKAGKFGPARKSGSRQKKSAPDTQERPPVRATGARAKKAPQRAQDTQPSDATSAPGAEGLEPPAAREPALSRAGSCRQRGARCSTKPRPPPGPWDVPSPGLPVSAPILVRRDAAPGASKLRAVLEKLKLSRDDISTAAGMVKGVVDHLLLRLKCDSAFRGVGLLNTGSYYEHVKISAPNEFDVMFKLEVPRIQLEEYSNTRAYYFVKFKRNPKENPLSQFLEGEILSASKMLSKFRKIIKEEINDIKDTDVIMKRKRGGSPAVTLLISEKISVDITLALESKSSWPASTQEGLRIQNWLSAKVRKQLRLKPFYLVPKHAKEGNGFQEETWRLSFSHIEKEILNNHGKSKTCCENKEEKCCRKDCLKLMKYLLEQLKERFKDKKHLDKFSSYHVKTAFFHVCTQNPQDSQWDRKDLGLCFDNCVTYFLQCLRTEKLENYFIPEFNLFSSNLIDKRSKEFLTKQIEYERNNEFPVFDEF
mcGAS lum: mouse cGAS inhibition by luminescence. inhibition, % at 12.5 µM. 160,000 compounds, 0.15% hits. recombinant cGAS, Kinase-Glo ATP depletion luminescence. Q8C6L5;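 further: 0% = negative control wells and 100% = reference inhibitor with no enzyme activity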
Active calls of the source: *; / = no result given. Unless noted, no stated cut-off is given here; in the data, active means inhibition above about 40%; inactive means the rest.

SMILES	NPYLR7 ag	hcGAS inh	mcGAS lum
Cc1ccc(OCC(=O)Nc2ccc(F)cc2)c(-c2nc3ccc(C)cc3o2)c1	25	-7	-7
CCc1nc(C)nc(N2CCN(C(=O)C3CC3)CC2)c1Cc1ccc(F)cc1	/	-7	-10
Cc1ccc(NC(=O)C(C)S(=O)(=O)Cc2cccc(Br)c2)c(O)c1 (centres undefined)	5	-2	/
Cc1ccccc1-n1ncc(C(=O)N(C)Cc2ccccc2)c1C(C)C	/	-1	-7
O=C(NCCSc1ccccc1)c1ccc(F)cc1	14	5	/
COC(=O)c1sc(NC(=O)CSc2ccc(Cl)cc2)c(C(=O)OC)c1C	-5	-5	-1
COCCNC(=O)C(NC(=O)C1CCCC1)C1CCN(C(=O)c2ccco2)CC1 (centres undefined)	4	-6	/
CC(C)(CCl)C(=O)Nc1ccc(C2SCC(=O)N2c2ccc(C(F)(F)F)cc2)cc1 (centres undefined)	-12	-2	-6
CCN1C(=O)C2(SCCN2C(=O)C2CC2)c2cc(F)ccc21 (centres undefined)	-2	-5	-6
Cc1oc(-c2cc(F)ccc2F)nc1CN1CCN(c2ccccc2)CC1C (centres undefined)	6	-7	/
CCCn1c(C(=O)Nc2ccc(C(C)C)cc2)cc2c(=O)n(C)c(=O)n(C)c21	-1	-5	-8
CCOC(=O)CCNC(=O)N1CCOC(c2ccc(Cl)cc2)C1 (centres undefined)	/	-4	-13
COc1ccc(C2=NN(c3nc(-c4ccccc4)c4cc(C)ccc4n3)C(c3ccc(OC)cc3)C2)cc1 (centres undefined)	-3	3	-1
CC(C)C1CN(C(=O)CCc2cscn2)c2ccccc2N1 (centres undefined)	12	-15	/
CC(C)Cc1nc(CC2C(=O)N(C)C(=O)N2C)n(-c2ccc(F)cc2F)n1 (centres undefined)	21	-6	/
CCc1ccc(N2C(=O)CSC2c2cccc(NC(=O)c3ccc(Cl)c([N+](=O)[O-])c3)c2)cc1 (centres undefined)	-1	-1	0
CCN(CC)CCCC(C)NC(=O)c1c(C)noc1-c1ccc(OC)cc1 (centres undefined)	-3	-8	-8
O=C(O)c1ccc(OS(=O)(=O)c2ccc(Cl)c(Cl)c2)cc1	6	6	/
COc1cccc(C(=O)NC(C)C2c3cc(OC)c(OC)cc3CCN2Cc2ccc(F)cc2)c1 (centres undefined)	0	-1	-5
Cc1ccc(N2CCC(CO)(Cc3cccc(F)c3)CC2)nn1	-1	-2	/
Cc1csc(-c2ccc(C(=O)N(C)C3CCN(C(C)C)CC3)cc2)n1	-6	4	/
COc1cc2c(cc1OC)C1CN(C(=O)Nc3ccccc3OC(F)F)CC(=O)N1CC2 (centres undefined)	-1	-8	-7
COCCNC(=O)CSc1nc(N)c(NC(=O)c2ccccc2F)c(=O)[nH]1	-5	-5	-7
Cc1ccc(S(=O)(=O)N2CCN(C(=O)c3cc4c(C)nn(CC(C)C)c4s3)CC2)c(C)c1	0	-6	/
Cc1ccc(C2C3=C(CC(C)(C)CC3=O)N=C3CC(C)(C)CC(=O)C32)o1 (centres undefined)	16	-3	-2
Remaining list, next part:
SMILES	NPYLR7 ag	hcGAS inh	mcGAS lum
CCc1nc(SCC(=O)NCc2sc(C)nc2CC)n[nH]1	5	-1	-13
O=C(NCC1CC1)c1nn(-c2cccc(C(F)(F)F)c2)c(=O)n(Cc2ccccc2F)c1=O	-3	-4	-5
O=C(/C=C/c1ccco1)N1CCC(n2c(Cc3ccccc3)nc3ccccc32)CC1	-1	-8	-9
CC(=O)c1cc(CN2CCC(CO)(CCCc3ccccc3)CC2)cs1	13	-4	-6
CC1C(=O)N(c2cccc(Cl)c2)CCN1C(=O)C1CCC1 (centres undefined)	-3	-6	-5
C=CCN(CC(=O)N(Cc1ccc2c(c1)OCO2)Cc1sccc1C)C(=O)C1CC1	/	-11	-8
C=C1C(C)(C)[C@H]2CC[C@]1(C(=O)N1CCC(n3cc(CCCC)nn3)CC1)C2	2	-5	/
O=C(CC1=C(c2cccs2)CCC1=O)Nc1cnc2n1CCCC2	6	-3	/
CNC(=O)Nc1ccc(NC(=O)c2occc2Br)cc1	-7	0	4
O=C(CSc1nnnn1-c1ccccc1)Nc1cc(Cl)ccc1F	16	-5	/
CCOC(=O)Cn1c(=O)c2c(nc3n(-c4ccc(F)cc4)c(C)c(C)n23)n(C)c1=O	15	0	/
CCC(O)CN(Cc1ccccc1)Cc1ccc(F)cc1F (centres undefined)	-1	-3	-5
Cn1ncc2c(N3CC[C@@]4(O)CCCC[C@H]4C3)nc(C3CCCC3)nc21	/	-6	-4
Cc1nnc(NC(=O)c2nc3nccc(C)n3n2)o1	2	2	/
FC(F)(F)Oc1cccc(-c2nnc3ccc(C#Cc4ccccc4)cn23)c1	15	-2	-7
CCOC(=O)Cc1csc(NC(=O)C(C)(C)C)n1	-11	-5	-6
COc1cccnc1-c1cc(O)cc(CCC2CCCCN2)c1 (centres undefined)	1	-6	/
CS(=O)(=O)c1ccc(CC(=O)N(Cc2ccccn2)c2nc3ccccc3s2)cc1	1	-9	/
COc1ccccc1CN(CCC(C)C)CC(O)COCc1ccccc1 (centres undefined)	12	-5	-5
NC(=O)C1CCCN(CCn2ccnc2-c2ccncc2)C1 (centres undefined)	5	0	/
N#Cc1c(F)cccc1N1CCCC(c2nnc3ccccn23)C1 (centres undefined)	4	-5	/
COc1cc(OC)c(C2=CCN(C(=O)CC3CCCC3)CC2)c(OC)c1	9	-5	-8
CSc1ccc(COc2coc(CN3CCN(C(=O)c4cc(Cl)cnc4Cl)CC3)cc2=O)cc1	6	-1	-5
CCn1c(-c2ccc(C(C)(C)C)cc2)n[nH]c1=S	0	9	3
COc1ccc(/C=C\C(=O)NCc2ccc3c(c2)cc(C)n3C)cc1OC	2	-2	-1
Going on with the list:
SMILES	NPYLR7 ag	hcGAS inh	mcGAS lum
CCOC(=O)C1C(c2ccoc2)n2ncnc2NC1(O)C(F)(F)F (centres undefined)	-2	-2	/
Cc1cc(C)c2c(c1)CC(C)(C)C(=O)N(CCc1ccncc1)C2=O	-10	-3	/
CCc1ccc2oc3c(c(=O)c2c1)C(c1ccncc1)N(c1cc(C)on1)C3=O (centres undefined)	7	-6	/
O=C(C=Cc1cccs1)NC1CCCCCC1	4	-3	-7
O=C1NC(Cc2ccccc2)C(=O)N(CC(=O)N2CCCCC2c2nccs2)c2ccccc21 (centres undefined)	-1	-6	/
COC(=O)c1nnn(C(C)C(=O)Nc2ccc(C)cc2)c1C(=O)OC (centres undefined)	-8	-3	-3
Cc1nc2c(c(=O)[nH]1)CCN(C(=O)CC(c1ccccc1)c1ccccc1)C2	8	-6	/
CCC(CO)NC(=O)Nc1c[nH]c2ccccc12 (centres undefined)	2	-9	-11
CCOC(=O)c1cnc2cc(C(F)(F)F)ccc2c1Nc1ccc(S(N)(=O)=O)cc1	11	-4	-6
O=C(NCc1cccc(C(F)(F)F)c1)C1COC2(CCCCC2)N1C(=O)c1cc(F)cc(F)c1 (centres undefined)	19	-5	-4
CC(NC(=O)c1cc(COc2cccc(C(F)(F)F)c2)on1)c1nccs1 (centres undefined)	15	-6	/
NC(=O)[C@@H]1CN2CCN(Cc3ccc(N4CCOCC4)cc3)C[C@@H]2[C@H]1c1ccccc1	9	-10	-3
CCn1c(C)ccc(C(=O)N[C@H]2C[C@H]3C(=O)N(C)CC(=O)N3C2)c1=O	9	-4	/
COc1c(Cl)cc(NC(=O)c2scnc2C)cc1Cl	-15	-9	/
Cc1ccccc1N1CCN(C2CCCN(C(=O)c3noc4c3CCCC4)C2)CC1 (centres undefined)	-6	-13	/
CN(C(=O)Cn1ccccc1=O)C1CCCCCC1	-3	-4	/
O=C(Nc1nccs1)C1CCCN(c2ccc(-c3cccs3)nn2)C1 (centres undefined)	-9	3	-2
CC(C)[C@@H]1NC(=O)N(c2ccc3c(c2)OC(c2ccncc2)N3)C1=O (some centres undefined)	5	-3	/
COc1ccc2c(ccc[n+]2CC(=O)c2ccc(C)cc2)c1	22	-5	/
Cn1ccnc1[C@@H]1C[C@H](NC(=O)c2ccccc2)C[C@H](Cc2ccccc2)O1	-5	-3	/
CC1(C)OC(C)(C)/C(=C/c2ccc(Cl)cc2)C1=O	4	7	/
COc1ccc(-c2nccn2CCc2c(C)n[nH]c2C)c(OC)c1	/	-8	-14
Cc1cc(Br)cnc1-n1cnnc1	-8	-7	/
COC(=O)c1nc(NS(=O)(=O)c2cccc3c2OCCO3)n[nH]1	7	-6	/
Cc1cc(C(=O)Cn2cnc3sccc3c2=O)c(C)n1CC1CCCO1 (centres undefined)	0	0	/
(cont.)
SMILES	NPYLR7 ag	hcGAS inh	mcGAS lum
CCCn1c(SCc2nc3cc(Cl)ccc3n2C)n[nH]c1=O	6	-4	/
O=C(CCCN1C(=O)NC2(CCCC2)C1=O)Nc1cccc(-c2cnco2)c1	-3	-2	/
CN(C)CCCNc1nc2cc(-c3ccsc3)sc2c(=O)n1C	5	-5	/
COc1ccc(C(=O)N[C@@H](CCc2ccccc2)C(=O)NCC#N)c(OC)n1	7	-6	/
C/C=C\COC1CCCN(C(=O)c2cccs2)C1 (centres undefined)	-4	-4	-4
CC(C)N(CCNC(=O)c1cnn(-c2ccc(C(C)(C)C)cc2)c1N)C(C)C	1	-7	/
Cc1c(C)n2c3c(=O)n(C)c(=O)n(C)c3nc2n1-c1ccc(Br)cc1	11	-3	/
Cc1ccc2oc(-c3cc(NC(=O)c4cc([N+](=O)[O-])ccc4Cl)ccc3Cl)nc2c1	-19	2	3
CCCN1CCSC1=Nc1cc(C(F)(F)F)ccc1Cl	7	-7	/
CCN1CCN(C(c2ccc(Cl)cc2)C2Sc3nc(C)nn3C2=O)CC1 (centres undefined)	-3	-8	/
CC(C)NC(=O)C1(C)CCN1Cc1cccc(Cl)c1 (centres undefined)	3	-15	/
Cc1oc(C)c(-c2ccccc2)c1C(=O)Nc1ccc2c(c1)CCC2	-7	-5	-2
O=C(CN1C(=O)C(=O)N(C2CCCC2)C1=O)c1ccc(CC(=O)N2CCOCC2)s1	-2	-4	/
CCCc1cc(N2CCCC(Nc3ccc4c(c3)OCCO4)C2)nc(C)n1 (centres undefined)	3	-8	-13
CC(C)c1ccccc1OCc1nc(CN(C(=O)C2CC2)C(C)C)cs1	11	-3	-4
Cc1nc(-c2ccccc2)sc1C(=O)NCCn1nc(-c2ccc(Cl)cc2)ccc1=O	-3	-7	-7
Cn1c(=NC(=O)C2=NN(C3CCS(=O)(=O)C3)C(=O)CC2)sc2ccccc21 (centres undefined)	-1	-5	/
Cc1cc(C)c(S(=O)(=O)N(C)C)c(C)c1N(C)S(C)(=O)=O	5	-1	/
Cc1nn(C)c(C)c1C(NC(=O)C(C)Oc1ccc(Br)cc1)C(F)(F)F (centres undefined)	3	-10	/
C=CCNC(=O)N1CCC(OC)c2ccccc2N(CC(=O)NC)C(=O)C1 (centres undefined)	3	-6	-5
CC(=O)c1cc2cc(C(=O)N(C)CCC#N)cnc2[nH]1	-1	-1	-2
CC(C)C(=O)N1CCCC(C(=O)NC2CCCCC2C)C1 (centres undefined)	-15	3	/
CS(=O)(=O)N1CC(=O)N(C2Cc3ccccc3C2)CC(O)C1 (centres undefined)	4	1	-4
CC1N(O)C(C)(C)C(c2ccco2)=[N+]1[O-] (centres undefined)	-12	-4	/
CC1CCC2(CC1)OCC(C(=O)NCC1CCCO1)N2C(=O)Cc1ccccc1 (centres undefined)	-3	-7	-3

Sorted by heavy-atom count (falling): part of the list above.
SMILES	NPYLR7 ag	hcGAS inh	mcGAS lum
Cc1nc(-c2ccccc2)sc1C(=O)NCCn1nc(-c2ccc(Cl)cc2)ccc1=O	-3	-7	-7
Cc1ccc2oc(-c3cc(NC(=O)c4cc([N+](=O)[O-])ccc4Cl)ccc3Cl)nc2c1	-19	2	3
CC1CCC2(CC1)OCC(C(=O)NCC1CCCO1)N2C(=O)Cc1ccccc1 (centres undefined)	-3	-7	-3
COc1ccc(C(=O)N[C@@H](CCc2ccccc2)C(=O)NCC#N)c(OC)n1	7	-6	/
C=CCNC(=O)N1CCC(OC)c2ccccc2N(CC(=O)NC)C(=O)C1 (centres undefined)	3	-6	-5
CC(C)c1ccccc1OCc1nc(CN(C(=O)C2CC2)C(C)C)cs1	11	-3	-4
Cc1oc(C)c(-c2ccccc2)c1C(=O)Nc1ccc2c(c1)CCC2	-7	-5	-2
CN(C)CCCNc1nc2cc(-c3ccsc3)sc2c(=O)n1C	5	-5	/
CCCn1c(SCc2nc3cc(Cl)ccc3n2C)n[nH]c1=O	6	-4	/
Cc1cc(C)c(S(=O)(=O)N(C)C)c(C)c1N(C)S(C)(=O)=O	5	-1	/
CCCN1CCSC1=Nc1cc(C(F)(F)F)ccc1Cl	7	-7	/
CC(C)NC(=O)C1(C)CCN1Cc1cccc(Cl)c1 (centres undefined)	3	-15	/
C/C=C\COC1CCCN(C(=O)c2cccs2)C1 (centres undefined)	-4	-4	-4
CC1N(O)C(C)(C)C(c2ccco2)=[N+]1[O-] (centres undefined)	-12	-4	/

(continued)
SMILES	NPYLR7 ag	hcGAS inh	mcGAS lum
Cc1nc(N2C[C@H]3C[C@H](C2)[C@@H]2CCCC(=O)N2C3)cc(-n2cccn2)n1	/	3	3
COc1cc(CNCC(c2cccs2)N2CCC(C)CC2)cc2c1OCCO2 (centres undefined)	-1	-7	/
Cc1cccc(C(=O)N2CCN(c3ccc(NC(=O)c4ccc(F)cc4)cn3)CC2)c1C	-3	-5	-4
O=P1(Nc2ccc(F)c(F)c2F)C=C(c2ccccc2)OC(c2ccccc2)=C1	-2	2	/
CCOc1ccc(C(=O)NCCc2cc3cc(C)c(C)cc3[nH]c2=O)cc1OCC	2	-8	-7
COc1cccc(-c2ccccc2NC(=O)C2CCN(Cc3ccc(C)o3)CC2)c1	-5	0	/
N#CC(NC(=O)/C=C/c1ccncc1)c1cccc(Cl)c1Cl (centres undefined)	17	-6	/
O=C(O)CCC(=O)NNC(=O)CCC(=O)O	-3	-3	-4
CC(C)(C)C(=O)NC(C(=O)O)C12CC3CC(CC(C3)C1)C2 (centres undefined)	7	-6	/
